Mtb BioA inh = M. tuberculosis BioA enzyme inhibitors, primary screen, biochemical, plate reader, single point, HTS. 360,000 tested, 0.096% active. inhibition, % at 9.99 µM. 7,8-diaminopelargonic acid synthase BioA (Mycobacterium tuberculosis). purified M. tuberculosis BioA enzyme; in the data active = inhibition above about 40%
* = called active by the depositor.

| SMILES | Mtb BioA inh |
| --- | --- |
| O=C(C[C@H]1C=C[C@H](NC(=O)c2ccccc2)[C@H](CO)O1)Nc1ccc(-c2ccccc2)cc1 | 5.2 |
| CC(C)NC(=O)Nc1ccc2c(c1)C(=O)N([C@H](C)CO)C[C@H](C)[C@H](CN(C)CC1CC1)O2 | -1.5 |
| CCCN1C[C@H](C)[C@H](OC)CN(C)C(=O)c2cc(NC(=O)C3CCC3)ccc2OC[C@H]1C | 1.4 |
| Cc1noc(C)c1NC(=O)N(C)C[C@H]1Oc2c(NC(=O)NC3CCCCC3)cccc2C(=O)N([C@@H](C)CO)C[C@@H]1C | -3.3 |
| Cc1noc(C)c1NC(=O)N(C)C[C@@H]1Oc2c(NS(=O)(=O)c3ccccc3)cccc2C(=O)N([C@H](C)CO)C[C@@H]1C | -0.2 |
| C[C@H](CO)N1C[C@H](C)[C@@H](CN(C)C(=O)c2cnccn2)Oc2ncc(-c3cccc(F)c3)cc2C1=O | 0.5 |
| COC(=O)N(C)C[C@H]1OCc2ccccc2-c2ccccc2C(=O)N([C@@H](C)CO)C[C@@H]1C | -1.0 |
| CCCC#Cc1ccc2c(c1)O[C@H](CN(C)C(=O)C1CCCCC1)[C@@H](C)CN([C@@H](C)CO)S2(=O)=O | -0.3 |
| CC=Cc1ccc2n(c1=O)C[C@H]1N[C@@H]2[C@@H](C(=O)NC2CCCCC2)[C@@H]1CO (mixture of isomers) | 0.0 |
| CN1C(=O)c2cc(NS(=O)(=O)c3ccccc3Cl)ccc2OC[C@@H]2O[C@H](CC(=O)O)CC[C@@H]21 | -1.5 |
| COC(=O)C[C@H]1CC[C@@H](N)[C@@H](CO)O1 | -1.5 |
| C[C@H]1CCCCO[C@H](CN(C)C(=O)C2CCCCC2)[C@@H](C)CN([C@@H](C)CO)C(=O)c2cc(NC(=O)Cc3ccccc3)ccc2O1 | 1.3 |
| COc1ccc(S(=O)(=O)Nc2ccc3c(c2)C(=O)N([C@H](C)CO)C[C@H](C)[C@@H](CN(C)S(=O)(=O)c2ccc(Cl)cc2)O3)cc1 | -0.7 |
| CO[C@H]1CN(C)C(=O)c2ccc(NC(C)=O)cc2OC[C@@H](C)N(C(=O)Cc2ccccn2)C[C@H]1C | 17.1 |
| C[C@@H]1CN([C@H](C)CO)C(=O)c2cc(C#CC3CCCC3)cnc2O[C@H]1CN(C)C(=O)Cc1ccccn1 | 0.2 |

In a second layout: four of the compounds above
> CN1C(=O)c2cc(NS(=O)(=O)c3ccccc3Cl)ccc2OC[C@@H]2O[C@H](CC(=O)O)CC[C@@H]21
  Mtb BioA inh = -1.5

> COC(=O)C[C@H]1CC[C@@H](N)[C@@H](CO)O1
  Mtb BioA inh = -1.5

> C[C@H]1CCCCO[C@H](CN(C)C(=O)C2CCCCC2)[C@@H](C)CN([C@@H](C)CO)C(=O)c2cc(NC(=O)Cc3ccccc3)ccc2O1
  Mtb BioA inh = 1.3

> COc1ccc(S(=O)(=O)Nc2ccc3c(c2)C(=O)N([C@H](C)CO)C[C@H](C)[C@@H](CN(C)S(=O)(=O)c2ccc(Cl)cc2)O3)cc1
  Mtb BioA inh = -0.7

(listing goes on)
| SMILES | Mtb BioA inh |
| --- | --- |
| C[C@@H]1CCCCO[C@H](CN(C)S(=O)(=O)c2cccs2)[C@@H](C)CN([C@@H](C)CO)C(=O)c2cc(N(C)C)ccc2O1 | -1.1 |
| Cc1ccc(S(=O)(=O)N[C@@H]2C=C[C@@H](CC(=O)NCCc3ccncc3)O[C@H]2CO)cc1 | -4.5 |
| C[C@H]1CN([C@@H](C)CO)C(=O)c2cc(NC(=O)CCCN(C)C)ccc2O[C@@H]1CN(C)Cc1ccccc1 | -0.4 |
| COc1ccc(S(=O)(=O)Nc2ccc3c(c2)C(=O)N([C@@H](C)CO)C[C@@H](C)[C@@H](CN(C)Cc2ccc(C(F)(F)F)cc2)OCCCC[C@@H](C)O3)cc1 | 1.8 |
| C[C@H]1CN([C@@H](C)CO)S(=O)(=O)c2ccc(C#CC3CC3)cc2O[C@@H]1CN(C)C(=O)CN(C)C | -1.8 |
| C[C@@H]1CCCCO[C@@H](CN(C)Cc2ccncc2)[C@H](C)CN([C@@H](C)CO)C(=O)c2cc(NC(=O)c3ccccc3)ccc2O1 | -3.4 |
| OC[C@H]1[C@H](c2ccc(C#CC3(O)CCCC3)cc2)[C@H]2CN(Cc3ccncc3)CCCCN21 | 3.6 |
| C[C@@H]1CN([C@@H](C)CO)C(=O)c2cc(NC(=O)Nc3ccc4c(c3)OCO4)ccc2O[C@@H](C)CCCCO[C@H]1CN(C)S(=O)(=O)c1ccccc1 | -0.5 |
| Cc1noc(C)c1NC(=O)Nc1ccc2c(c1)CC(=O)N([C@@H](C)CO)C[C@H](C)[C@H](CN(C)CC1CC1)O2 | -0.5 |
| COc1ccc(CN(C)C[C@H]2Oc3c(NS(C)(=O)=O)cccc3C(=O)N([C@@H](C)CO)C[C@@H]2C)cc1 | 0.4 |
| CO[C@H](CN(C)C(=O)C1CCOCC1)[C@H](C)CN([C@H](C)CO)S(=O)(=O)c1ccccc1 | -2.2 |
| C[C@@H]1CN([C@@H](C)CO)C(=O)c2cc(C#CC3(O)CCCC3)cnc2O[C@H]1CN(C)C | -2.3 |
| Cc1noc(C)c1NC(=O)Nc1cccc2c1O[C@H](CN(C)C(=O)Nc1c(C)noc1C)[C@@H](C)CN([C@H](C)CO)C2=O | -0.1 |
| COc1ccc(C(=O)N2C[C@H]3[C@@H](c4ccccc42)[C@H](CO)N3Cc2ccccc2Cl)cc1 | -3.8 |
| CCCC(=O)Nc1ccc2c(c1)OC[C@H](C)N(C)C[C@H](C)[C@H](OC)CN(C)C2=O | -2.4 |
| CNC[C@@H]1OCCCC[C@@H](C)Oc2ccc(NS(=O)(=O)c3cccs3)cc2C(=O)N([C@H](C)CO)C[C@@H]1C | 0.4 |
| C[C@H](CO)N1C[C@H](C)[C@H](CN(C)CC2CCCCC2)Oc2c(NC(=O)Nc3ccc(C(F)(F)F)cc3)cccc2C1=O | 0.9 |
| COCC(=O)N1C[C@H](C)[C@H](OC)CN(C)C(=O)c2ccc(NC(=O)C3CCC3)cc2OC[C@H]1C | -1.4 |
| C[C@@H]1CN([C@@H](C)CO)C(=O)c2cc(-c3ccc(F)cc3)cnc2O[C@H]1CN(C)CC1CCCCC1 | -0.8 |
| C[C@@H]1CCCCO[C@H](CN(C)C(=O)NC2CCCCC2)[C@H](C)CN([C@H](C)CO)C(=O)c2cc(NC(=O)Nc3ccc(F)cc3)ccc2O1 | -2.6 |
| O=C(C[C@H]1C[C@@H]2c3cc(NC(=O)C4CCC4)ccc3O[C@@H]2[C@H](CO)O1)NCCc1ccccc1 | -0.1 |
| O=C(C[C@@H]1C=C[C@@H](NC(=O)c2ccncc2)[C@H](CO)O1)NCC1CC1 | -1.4 |
| COCC(=O)N1C[C@@H](C)[C@@H](OC)CN(C)C(=O)c2ccc(NC(=O)c3ccccc3)cc2OC[C@@H]1C | -4.5 |
| C[C@H](CO)N1C[C@H](C)[C@H](CN(C)Cc2ccccc2)OCCCC[C@H](C)Oc2ccc(NC(=O)Nc3ccc4c(c3)OCO4)cc2C1=O | -2.0 |
| CN(C)C(=O)[C@H]1[C@H](CO)[C@H]2Cn3c(ccc(-c4ccccc4)c3=O)[C@H]2N1Cc1ccccc1F | 1.8 |
| CC(=O)Nc1ccc2c(c1)C(=O)N(C)[C@H]1CC[C@@H](CC(=O)NCC3CC3)O[C@@H]1CO2 | 2.0 |
| CNC[C@H]1OCCCC[C@H](C)Oc2ccc(NC(=O)c3ccncc3)cc2C(=O)N([C@H](C)CO)C[C@@H]1C | -0.9 |
| COc1ccc(NC(=O)N(C)C[C@@H]2Oc3ccc(NC(=O)Nc4ccccc4)cc3C(=O)N([C@H](C)CO)C[C@H]2C)cc1 | -0.5 |
| C[C@@H]1CCCCO[C@H](CN(C)C(=O)Nc2ccc(C(F)(F)F)cc2)[C@H](C)CN([C@H](C)CO)C(=O)c2cc(NS(=O)(=O)c3cccs3)ccc2O1 | -6.7 |
| C[C@H](CO)N1C[C@H](C)[C@@H](CN(C)Cc2cncnc2)Oc2cc(-c3ccccc3)ccc2S1(=O)=O | 6.8 |

Part of the list above in order of count of non-hydrogen atoms, rising:
| SMILES | Mtb BioA inh |
| --- | --- |
| COc1ccc(C(=O)N2C[C@H]3[C@@H](c4ccccc42)[C@H](CO)N3Cc2ccccc2Cl)cc1 | -3.8 |
| C[C@H](CO)N1C[C@H](C)[C@@H](CN(C)C(=O)c2cnccn2)Oc2ncc(-c3cccc(F)c3)cc2C1=O | 0.5 |
| CNC[C@H]1OCCCC[C@H](C)Oc2ccc(NC(=O)c3ccncc3)cc2C(=O)N([C@H](C)CO)C[C@@H]1C | -0.9 |

The results go on.
| SMILES | Mtb BioA inh |
| --- | --- |
| CN1CCN(C(=O)C[C@H]2C=C[C@H](NC(=O)c3ccc4c(c3)OCO4)[C@@H](CO)O2)CC1 | -3.7 |
| Cc1ccc(S(=O)(=O)N[C@H]2CC[C@H](CCn3cc(C4CC4)nn3)O[C@H]2CO)cc1 | 2.8 |
| C[C@H]1CN([C@@H](C)CO)C(=O)Cc2cc(NC(=O)Cc3ccccc3)ccc2O[C@@H]1CN(C)Cc1ccccc1 | 1.2 |
| CO[C@H]1CN(C)C(=O)c2cc(NC(=O)c3ccccc3F)ccc2OC[C@@H](C)NC[C@H]1C | 0.0 |
| O=C(C[C@H]1CC[C@H]2[C@@H](COC[C@@H](O)CN2Cc2cc(F)ccc2F)O1)NCc1ccc(Cl)cc1 | -0.7 |
| C[C@@H](O)C#Cc1ccc2c(c1)O[C@H](CN(C)C(=O)c1ccccc1)[C@@H](C)CN([C@@H](C)CO)S2(=O)=O | 1.2 |
| C[C@@H]1CN([C@@H](C)CO)C(=O)CCCn2cc(nn2)CO[C@H]1CN(C)C(=O)Nc1ccc(N2CCCCC2)cc1 | 0.9 |
| COc1ccccc1NC(=O)N(C)C[C@H]1Oc2ncc(C#CCN(C)C)cc2C(=O)N([C@H](C)CO)C[C@@H]1C | -6.1 |
| C[C@H](CO)N1C[C@H](C)[C@@H](CN(C)Cc2ccccc2)OCCCC[C@H](C)Oc2ccc(NS(=O)(=O)c3ccc(Cl)cc3)cc2C1=O | 0.1 |
| COc1ccc(S(=O)(=O)Nc2ccc3c(c2)C(=O)N([C@@H](C)CO)C[C@@H](C)[C@H](CN(C)C(=O)CCC(F)(F)F)OCCCC[C@@H](C)O3)cc1 | 1.3 |
| C[C@@H]1CN([C@@H](C)CO)C(=O)CCCn2cc(nn2)CO[C@@H]1CN(C)S(=O)(=O)c1ccc(F)cc1 | 0.9 |
| COC(=O)C[C@H]1CC[C@@H]2[C@H](COC[C@H](O)CN2CCC(F)(F)F)O1 | 1.8 |
| C[C@@H]1CN([C@H](C)CO)S(=O)(=O)c2ccc(-c3ccncc3)cc2O[C@H]1CN(C)C(=O)C1CCCCC1 | 0.6 |
| O=C(C[C@H]1CC[C@@H]2[C@H](COC[C@@H](O)CN2S(=O)(=O)c2ccc(Cl)cc2)O1)NCc1ccncn1 | 0.8 |
| CO[C@@H]1CN(C)C(=O)c2cc(NC(=O)c3ccccc3F)ccc2OC[C@@H](C)N(CC2CC2)C[C@@H]1C | 1.2 |
| C[C@@H]1CCCCO[C@@H](CN(C)C(=O)Nc2ccc(C(F)(F)F)cc2)[C@H](C)CN([C@@H](C)CO)C(=O)c2cc(NS(=O)(=O)c3ccc(F)cc3)ccc2O1 | -2.1 |
| COc1ccc(S(=O)(=O)Nc2ccc3c(c2)C(=O)N([C@@H](C)CO)C[C@H](C)[C@@H](CN(C)S(=O)(=O)c2ccc(F)cc2)OCCCC[C@@H](C)O3)cc1 | -2.3 |
| O=C(c1ccc2c(c1)OCO2)N1CC[C@@H]2[C@@H](CO)Nc3ccc(-c4ccc(F)cc4)cc3[C@@H]21 | 10.3 |
| COc1ccc(CN(C)C[C@@H]2Oc3ccc(NC(=O)NC(C)C)cc3CC(=O)N([C@@H](C)CO)C[C@@H]2C)cc1 | -2.2 |
| CN1C(=O)c2cc(NC(=O)c3ccccc3)ccc2OC[C@H]2O[C@H](CC(=O)NC3CCCC3)CC[C@@H]21 | -1.2 |
| CCCN1[C@@H]2c3ccc(-c4cccc(F)c4)c(=O)n3C[C@@H]2[C@@H](CO)[C@@H]1C(=O)N[C@@H](C)c1ccccc1 | 4.8 |
| Cc1noc(C)c1NC(=O)Nc1cccc2c1O[C@@H](CN(C)C(=O)NC(C)C)[C@H](C)CN([C@@H](C)CO)C2=O | -0.4 |
| CC(=O)NC[C@@H]1[C@H](c2ccc(-c3ccccc3F)cc2)[C@H](CO)N1C(=O)C1CC1 | -3.3 |
| C[C@H]1CN([C@@H](C)CO)C(=O)c2cccc(NS(=O)(=O)c3ccc(Cl)cc3)c2O[C@@H]1CN(C)S(=O)(=O)c1cccs1 | 4.9 |
| CN1C(=O)c2cc(NC(=O)Cc3cccs3)ccc2OC[C@H]2O[C@@H](CC(=O)N[C@H]3CCN(Cc4ccccc4)C3)CC[C@@H]21 | 0.6 |
| C[C@H]1CN([C@@H](C)CO)C(=O)Cc2cc(NC(=O)Cc3ccccc3)ccc2O[C@@H]1CN(C)S(=O)(=O)c1cccs1 | -3.7 |
| C[C@@H]1CCCCO[C@@H](CN(C)S(=O)(=O)c2ccccc2)[C@@H](C)CN([C@H](C)CO)C(=O)c2cc(NC(=O)CCCCCC(=O)Nc3ccccc3N)ccc2O1 | -0.9 |
| COc1cccc(NC(=O)N[C@@H]2C=C[C@@H](CC(=O)Nc3ccccc3)O[C@H]2CO)c1 | -1.8 |
| CCCC(=O)Nc1ccc2c(c1)OC[C@@H](C)N(Cc1ccncc1)C[C@H](C)[C@@H](OC)CN(C)C2=O | -3.9 |
| CCCNC(=O)N1C[C@H](C)[C@H](OC)CN(C)C(=O)c2ccc(NC(=O)CCC)cc2OC[C@@H]1C | -2.3 |
| Cc1ccc(S(=O)(=O)Nc2ccc3c(c2)C(=O)N([C@@H](C)CO)C[C@@H](C)[C@H](CN(C)Cc2ccncc2)O3)cc1 | 0.0 |
| CC(C)CC#Cc1cnc2c(c1)C(=O)N([C@H](C)CO)C[C@@H](C)[C@H](CN(C)C(=O)CN1CCOCC1)O2 | 1.2 |
| C[C@@H]1CN([C@@H](C)CO)C(=O)Cc2cc(NS(=O)(=O)c3ccc(Cl)cc3)ccc2O[C@H]1CN(C)S(=O)(=O)c1cccs1 | -1.9 |
| CC(C)NC(=O)Nc1cccc2c1O[C@@H](CN(C)Cc1ccc(Oc3ccccc3)cc1)[C@@H](C)CN([C@H](C)CO)C2=O | 0.8 |

Source: PubChem BioAssay

Some of the compounds tested; the hit share may differ from the screen's.
